RGS4 inhibitor = Inhibitors of Regulator of G Protein Signaling (RGS) 4: qHTS; Regulator of G-protein signaling 4 (Homo sapiens), P49798; Transcreener GDP fluorescence polarization, RGS4-accelerated GTP hydrolysis; Potency, µM (highest dose often 114 µM), for the others: at the highest dose activity change, negative = inhibition, hits mostly inhibitors; hit rate 0.039% among 390,000; AID 504845, 2011; note: potency is the fitted concentration of half-maximal effect; % is set by controls: 0 for no effect and ±100 for the full control effect; nearly all actives have a fitted effect of over 75% in size; some results filed as inactive show a strong effect at the top dose
Target sequence (P49798 whole entry, looked up): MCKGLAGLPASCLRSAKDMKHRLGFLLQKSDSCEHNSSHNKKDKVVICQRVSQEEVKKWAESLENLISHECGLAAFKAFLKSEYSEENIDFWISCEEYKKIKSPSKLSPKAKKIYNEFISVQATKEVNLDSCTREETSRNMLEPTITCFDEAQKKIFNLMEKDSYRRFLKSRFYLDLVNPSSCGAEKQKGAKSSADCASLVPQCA
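MLSMR compounds (23 nl, pin-transferred) preincubated 10 min at room temperature with a 500nM (2x) first reagent, then RGS4 at 900nM (2x) plus Transcreener GDP mix added; fluorescence polarization (620/688 nm) read before and after 90 min at 30 °C.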
POLK inh = qHTS for Inhibitors of Polymerase Kappa | purified Pol kappa, fluorescent DNA synthesis assay, 10 min | AID 588579, 2011 | hit rate 0.53% among 400,000 | Potency, µM (titrated, usually from 107 µM), without a hit: at the highest dose activity, negative = inhibition, actives largely listed as inhibitors | DNA polymerase kappa (Homo sapiens), Q9UBT6; note: potency is the fitted concentration of half-maximal effect; % is set by controls: 0 for no effect and ±100 for the full control effect
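Kinetic fluorescence readout at 0 and 10 min followed reaction start with substrate at 50 nM final. Beforehand, enzyme (10 nM Pol kappa) stood 15 min with compound at room temperature; buffer-only wells were negative controls.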
ERG Ets-DNA blk = qHTS for Small Molecule Inhibitors of the ERG Ets/DNA interaction | AID 624246, 2012 | hit rate 0.028% among 370,000 | Potency, µM (series often up to 76.9 µM), for the others: top-dose FP activity, negative = inhibition, hits mostly inhibitors | fluorescence polarization, His-ERG Ets domain / labelled DNA | Transcriptional regulator ERG (Homo sapiens), P11308; active = well fitted inhibition curve with a large enough effect in the polarisation, with a control signal flat; inconclusive = small, poorly fitted or top-dose-only effect, or effect the other way, or a change in a side signal; inactive = no such curve, though single readings can be large or run the other way; the % refers to the polarisation;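 note: polarization taken with two DNA probes labelled with fluorescein and Texas red; potency is the fitted concentration of half-maximal effect; % of control where 0% means no effect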
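His-tagged ERG Ets domain (1 uM in the protein solution; 300mM KCl, 50mM Tris-HCl, 1mM EDTA, 1mM DTT, pH 7.5) received compound, then a probe mix of 5 nM fluorescein-DNA and 100nM Texas-615-DNA. Fluorescence polarization was read for both dyes.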
APEX1 inh = qHTS Assay for Inhibitors of the Human Apurinic/apyrimidinic Endonuclease 1 (APE1) | DNA repair nuclease/redox regulator APEX1 (Homo sapiens), P27695 | Potency, µM (doses to about 65.8 µM), inactives show at the highest dose activity change, negative = inhibition, hits mostly inhibitors | recombinant APE1, TAMRA/BHQ-2 abasic DNA cleavage fluorescence | hit rate 0.35% among 350,000;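 note: potency is the fitted concentration of half-maximal effect; plate controls were vehicle for no effect and reference inhibitor for full effect; nearly all actives have a fitted effect of over 55% in size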
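Quantitative HTS: incision of a TAMRA/BHQ-2 double-stranded substrate bearing a tetrahydrofuran abasic site by 0.75 nM APE1 raises fluorescence. Substrate 50 nM final, added after 15 min compound preincubation at room temperature; progress as third-minus-first kinetic read difference.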
12-LOX inh = Primary qHTS assay for inhibitors of human arachidonate 12S-lipoxygenase (ALOX12): Round 2 | purified 12hLO, xylenol orange hydroperoxide absorbance | Polyunsaturated fatty acid lipoxygenase ALOX12 (Homo sapiens), P18054 | AID 1671190, 2021 | hit rate 1.1% among 580,000 | Potency, µM (doses to about 108 µM), for the others: at the top dose activity change, negative = inhibition, most hits filed as inhibitors; note: potency is the fitted concentration of half-maximal effect; % is set by controls: 0 for no effect and ±100 for the full control effect
Target sequence (P18054 whole entry, looked up): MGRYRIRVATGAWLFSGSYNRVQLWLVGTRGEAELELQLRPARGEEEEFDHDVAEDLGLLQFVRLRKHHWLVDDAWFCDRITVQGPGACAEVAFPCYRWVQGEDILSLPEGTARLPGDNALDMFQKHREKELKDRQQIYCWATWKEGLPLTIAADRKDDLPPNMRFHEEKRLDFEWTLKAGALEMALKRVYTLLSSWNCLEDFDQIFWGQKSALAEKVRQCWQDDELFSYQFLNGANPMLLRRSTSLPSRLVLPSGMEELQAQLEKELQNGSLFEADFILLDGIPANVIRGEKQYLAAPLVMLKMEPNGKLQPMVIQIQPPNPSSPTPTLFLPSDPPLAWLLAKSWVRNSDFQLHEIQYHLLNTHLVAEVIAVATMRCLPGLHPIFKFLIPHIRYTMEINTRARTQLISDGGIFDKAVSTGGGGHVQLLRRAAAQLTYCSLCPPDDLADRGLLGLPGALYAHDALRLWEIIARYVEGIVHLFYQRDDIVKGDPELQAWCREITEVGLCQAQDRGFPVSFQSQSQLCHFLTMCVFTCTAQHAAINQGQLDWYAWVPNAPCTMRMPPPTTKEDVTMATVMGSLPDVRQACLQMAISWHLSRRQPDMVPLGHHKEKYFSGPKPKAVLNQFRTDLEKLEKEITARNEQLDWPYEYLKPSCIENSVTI
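Hydroperoxide product was detected by ferrous iron/xylenol orange as the 573 to 405 nm absorbance ratio. Arachidonic acid at 40 uM (final) was turned over for 30 min at room temperature by 150 nM human 12hLO, pH 7.0 Hepes buffer, after 15 min compound preincubation.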
Pol beta inh = qHTS Assay for Inhibitors of DNA Polymerase Beta. P06746. Pol beta primer extension/strand displacement, fluorescence kinetic. Potency, µM (highest dose often 114 µM), for the others: top-dose activity change, negative = inhibition, most hits filed as inhibitors. hit rate 1.3% among 340,000; note: potency is the fitted concentration of half-maximal effect; % is set by controls: 0 for no effect and ±100 for the full control effect
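Values derive from four-parameter Hill fits of normalized kinetic data: reads at 0 and 10 min following addition of 50 nM substrate to 10 nM Pol beta preincubated 15 min with compound.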
LDHA block = qHTS assay for inhibitors of human lactate dehydrogenase. purified LDHA, NADH/diaphorase-resazurin fluorescence; hits give low values. activity change, % (values are at about 110 or 230 µM). hit rate 0.15% among 480,000. AID 1347041, 2019; in the data active = activity change below about -30%; inconclusive = mostly about -25% to -30%;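 note: plate controls were DMSO wells for no effect and wells without enzyme for full effect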
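Resorufin fluorescence (ex540/em590), read at 0 and 20 min after diaphorase/resazurin addition, reports the NADH left after a 5 min room-temperature reaction of 2 nM human LDH5 with 0.06 mM NADH and 0.2 mM pyruvate.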
POLH inh = qHTS for Inhibitors of Polymerase Eta | AID 588591, 2011 | DNA polymerase eta (Homo sapiens), Q9Y253 | hit rate 1.2% among 390,000 | recombinant Pol eta, fluorescent DNA replication assay | Potency, µM (titrated, usually from 114 µM), without a hit: at the top dose activity change, negative = inhibition, actives largely listed as inhibitors; note: potency is the fitted concentration of half-maximal effect; % is set by controls: 0 for no effect and ±100 for the full control effect
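Fluorescent replication assay: 50 nM final substrate added after a 15 min room-temperature compound preincubation with 10 nM enzyme. Signal taken at 0 min and again at 10 min.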
Apoferritin bind = qHTS Assay for Identification of Novel General Anesthetics; apoferritin/1-aminoanthracene competitive binding, fluorescence; Potency, µM (doses to about 77.5 µM), inactives show at the top dose activity change, negative = displacement, hits mostly inhibitors; hit rate 0.074% among 350,000; AID 485281, 2010; note: potency is the fitted concentration of half-maximal effect; % is set by controls: 0 for no effect and ±100 for the full control effect; nearly all actives have a fitted effect of over 20% in size
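In PBS, apoferritin at 10 uM is loaded with 1-AMA from a 50% saturated solution. After 10 min of compound exposure at ambient temperature, reduced 535 nm fluorescence indicates probe displacement.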
An asterisk follows results filed as active; ? = inconclusive; nt = not tested or not shown; [ ] = remark or other dose. Unless noted, calls come from the whole dose curve; as a rule, active = well fitted curve in the direction sought with a large enough effect; inconclusive = small, poorly fitted or top-dose-only effect, or another doubt; inactive = no such curve, though single readings can be large; an effect the other way counts as inactive or inconclusive.

Preview (5 entries):
Below each compound – RGS4 inhibitor	POLK inh	ERG Ets-DNA blk	APEX1 inh	12-LOX inh	Pol beta inh	LDHA block	POLH inh	Apoferritin bind
- O=CN1Cc2ccccc2-c2ccccc2C1
 : 3.1%	2.9%	4.9%	-2.5%	6.2%	18.8%	0.3	-16.4%	-7.7%
- Cn1cnnc1SCNC(=O)C(F)(F)F
 : -16.9%	-3.4%	nt	0.9%	19.9%	5.7%	-1.6	-10.2%	-7.4%
- CCC(=O)c1ccc(OCC(O)CN2CCN(S(=O)(=O)c3ccc(NC(C)=O)cc3)CC2)cc1 (centres undefined)
 : 9.9%	-7.9%	-8.1%	-12.5%	0.0%	1.7%	-12.2	-20.0%	-13.0%
- C=CCN1C(=O)CSc2ccc(C(=O)N3CCC(C)CC3)cc21
 : -7.2%	-4.0%	-0.4%	-1.0%	6.5%	18.7%	-4.7	-18.6%	-7.5%
- CC(=O)Oc1ccc(NC(=O)CSc2ccccc2)cc1
 : -1.2%	-5.0%	2.1%	1.0%	1.2%	-22.5%	-10.8	-8.6%	-14.7%

The whole of this part, repeating the preview:
Below each compound – RGS4 inhibitor	POLK inh	ERG Ets-DNA blk	APEX1 inh	12-LOX inh	Pol beta inh	LDHA block	POLH inh	Apoferritin bind
- O=CN1Cc2ccccc2-c2ccccc2C1
 : 3.1%	2.9%	4.9%	-2.5%	6.2%	18.8%	0.3	-16.4%	-7.7%
- Cn1cnnc1SCNC(=O)C(F)(F)F
 : -16.9%	-3.4%	nt	0.9%	19.9%	5.7%	-1.6	-10.2%	-7.4%
- CCC(=O)c1ccc(OCC(O)CN2CCN(S(=O)(=O)c3ccc(NC(C)=O)cc3)CC2)cc1 (centres undefined)
 : 9.9%	-7.9%	-8.1%	-12.5%	0.0%	1.7%	-12.2	-20.0%	-13.0%
- C=CCN1C(=O)CSc2ccc(C(=O)N3CCC(C)CC3)cc21
 : -7.2%	-4.0%	-0.4%	-1.0%	6.5%	18.7%	-4.7	-18.6%	-7.5%
- CC(=O)Oc1ccc(NC(=O)CSc2ccccc2)cc1
 : -1.2%	-5.0%	2.1%	1.0%	1.2%	-22.5%	-10.8	-8.6%	-14.7%
- O=S1(=O)C=C(Sc2nc3ccccc3s2)c2ccccc21
 : ?	-2.5%	-7.8%	-3.3%	nt	-5.4%	-1.5	-1.6%	-17.4%
- Cc1nc2n[nH]c(N)c2c2c1CCCC2
 : 7.7%	-1.9%	-7.0%	-1.7%	-11.5%	13.3%	2.0	-6.0%	-2.6%
- Cc1cccc(Oc2sc(C(=O)c3ccccc3)c(N)c2C#N)c1
 : 13.3%	-12.2%	-4.7%	-2.8%	?	0.7%	-9.4	-9.3%	-16.0%
- COC(=O)C1CCN(C(c2ccccc2)c2sc3nc(-c4ccco4)nn3c2O)CC1 (centres undefined)
 : 28.9%	-10.6%[60.1 µM]	9.4%	nt	?	0.3%	-4.4	-1.2%	-6.6%
- CN(C(=O)c1ccc2c(c1)CCO2)C(C)(C)C
 : -33.9%	-4.2%	9.7%	12.7%	?	19.3%	-2.3	-11.0%	-23.0%
- Cn1c(=O)[nH]c2c(Cl)nccc21
 : -1.6%	-13.1%	1.3%	-11.5%	0.0%	40.3%	1.2	-1.6%	7.4%
- CC(C)CCn1c(Br)nc2c1c(=O)n(CC(N)=O)c(=O)n2C
 : 11.3%[11.4 µM]	-6.6%	3.1%	0.8%	0.0%	15.8%	-5.4	-18.8%	-12.2%
- Cn1c(-c2ccc([N+](=O)[O-])cc2)nc2ccccc21
 : -20.6%	-6.7%	2.3%	3.4%	4.0%	-0.1%	2.9	-13.9%	-9.1%
- CCN(CC)C(=O)CSc1nnc(COc2ccccc2)n1CC
 : ?	6.4%	-17.7%	-0.6%	7.6%	-2.3%	-4.1	4.5%	-10.7%
- Cc1c(Cl)c([N+](=O)[O-])nn1CCCC(=O)NC1CCCCC1
 : 8.7%	3.4%	6.4%	1.1%	6.5%	4.3%	1.1	-16.8%	-7.0%
- CSc1nnc(-c2cc(-c3ccc(C)cc3)nc3ccccc23)o1
 : -6.7%	-4.1%	-5.5%	2.9%	-21.2%	-4.4%	-3.7	-2.2%	2.7%
- CCOc1ccc(S(=O)(=O)NCC2(N3CCCCC3)CCCCC2)cc1
 : 4.6%	1.1%	7.3%	3.4%	-0.9%	nt	-2.7	-18.8%	nt
- CCOC(=O)c1c(-c2ccccc2)csc1NC(=O)c1nc(S(=O)(=O)CC)ncc1Cl
 : -33.5%	16.7%	-1.6%	nt	-10.8%	8.0%	-12.7	-3.0%	?
- Cc1ccc(C2=NN(C(=O)CSc3nc(N)cc(N)n3)C(c3ccco3)C2)cc1 (centres undefined)
 : -25.5%	2.2%	1.3%	-1.4%	?	14.7%	1.4	-18.5%	-17.6%
- COc1ccc(OC)c(CNc2ccc3c(c2)CCC3)c1
 : -38.8%[56.9 µM]	2.5%	-1.5%	8.9%	-8.0%	?	15.5	-21.6%	0.6%
- CCCCSc1nc(C)cc(SCC(=O)N/N=C/c2ccccc2)n1
 : -21.9%	-1.7%	-11.0%	4.1%	1.1%	-20.5%	-1.2	-16.2%	-15.8%
- CC(CNCc1ccc2c(c1)OCO2)NCc1ccc2c(c1)OCO2 (centres undefined)
 : -1.9%	11.0%	-0.3%	-1.4%	19.4%[57.4 µM]	9.6%	0.1	-17.0%	-11.3%
- COc1cc(C(=O)OCC(=O)NC23CC4CC(CC(C4)C2)C3)cc(OC)c1OC
 : 3.0%	-1.2%	-4.9%	4.6%	-9.6%	nt	-9.8	-13.5%	nt
- Cc1ccc(-c2cnc(C3CC3)o2)cc1S(=O)(=O)Nc1ccccc1
 : 12.5%	-6.3%	-7.9%	18.9%	nt	-2.4%	-17.0	-11.7%	-1.4%
- Cc1ccc(OCC(=O)Nc2ccc3nc(SCC(=O)N4CCCC4)sc3c2)cc1
 : -11.9%	10.7%	-24.4%	nt	-18.6%	-1.3%	-4.5	-1.8%	-5.7%
- COc1ccc(C(=O)c2ccc(N3CCOCC3)cc2)c(OC)c1
 : -7.7%	-14.6%	0.1%	-3.9%	?	29.7%	-0.1	-3.1%	-15.2%

These rows are one share of the data; the hit share may differ from the screen's.
